# From PubChem BioAssay
# m5-HT2A agonist = agonists of mouse serotonin 5-HT2A receptor (HTR2A) | 0.66% of 360,000 active | P35363 | CHO-K1 mHTR2A beta-arrestin complementation, luminescence; percent of 30 µM serotonin response | activation, % at 7.6 µM | AID 624169;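 active = activation above a run cutoff, the mean activation of all tested compounds plus 3 SD, cut at about 14% in these data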;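 note: 0% = plate median of compound wells and 100% = 30 µM serotonin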
# aDG glyco up = alpha-DG glycosylation activation. activation, % at 10 µM. Pro5-aDG cells, alpha-DG glycosylation AlphaScreen (IIH6); 0% Pro5, 100% B10-LARGE cell signal. AID 624168. 0.22% of 360,000 active;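 active = activation of at least 8% versus controls, or a plate z-score of at least 8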;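 note: Pro5 are CHO cells carrying HIG-tagged alpha-DG that lacks glycosylation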
# H9c2 protect = protects H9c2 cardiomyocytes from peroxide injury | H2O2 injury protection, ATPLite, 2 h | protection from H2O2 cell death, % at 20 µM | 0.63% of 360,000 active | AID 588492;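 active = compounds giving at least 50% protection of heart cells from peroxide-induced death in the single-dose screen, raw or plate-pattern-corrected value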;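 note: 0% = DMSO wells with peroxide and 100% = DMSO wells without peroxide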
# PDI inh = inhibitors of human protein disulfide isomerase; P07237; PDI insulin aggregation turbidity, A650, 90 min; inhibition, % at 10 µM; 0.052% of 350,000 active;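 active = mean inhibition across replicates of 30% or more, whatever share of single replicates reach that level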;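 note: absorbance from insulin aggregation driven by PDI reduction with DTT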
# ABCB6 inh 2 = blocks the human ABCB6 transporter. 0.19% of 360,000 active. fluorescence ratio to DMSO, % at 10 µM. K562-ABCB6 porphyrin accumulation, flow cytometry, 1 h; hits give low values. Q9NP58. AID 602162;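 active = fluorescence ratio to DMSO below 75%, the collection mean minus 3 SD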;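 note: signal is porphyrin accumulated inside mitochondria; 100% equals median channel fluorescence of DMSO control wells; lower ratio means ABCB6 inhibition with less porphyrin fluorescence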
# Target sequence (Q9NP58 whole entry, looked up): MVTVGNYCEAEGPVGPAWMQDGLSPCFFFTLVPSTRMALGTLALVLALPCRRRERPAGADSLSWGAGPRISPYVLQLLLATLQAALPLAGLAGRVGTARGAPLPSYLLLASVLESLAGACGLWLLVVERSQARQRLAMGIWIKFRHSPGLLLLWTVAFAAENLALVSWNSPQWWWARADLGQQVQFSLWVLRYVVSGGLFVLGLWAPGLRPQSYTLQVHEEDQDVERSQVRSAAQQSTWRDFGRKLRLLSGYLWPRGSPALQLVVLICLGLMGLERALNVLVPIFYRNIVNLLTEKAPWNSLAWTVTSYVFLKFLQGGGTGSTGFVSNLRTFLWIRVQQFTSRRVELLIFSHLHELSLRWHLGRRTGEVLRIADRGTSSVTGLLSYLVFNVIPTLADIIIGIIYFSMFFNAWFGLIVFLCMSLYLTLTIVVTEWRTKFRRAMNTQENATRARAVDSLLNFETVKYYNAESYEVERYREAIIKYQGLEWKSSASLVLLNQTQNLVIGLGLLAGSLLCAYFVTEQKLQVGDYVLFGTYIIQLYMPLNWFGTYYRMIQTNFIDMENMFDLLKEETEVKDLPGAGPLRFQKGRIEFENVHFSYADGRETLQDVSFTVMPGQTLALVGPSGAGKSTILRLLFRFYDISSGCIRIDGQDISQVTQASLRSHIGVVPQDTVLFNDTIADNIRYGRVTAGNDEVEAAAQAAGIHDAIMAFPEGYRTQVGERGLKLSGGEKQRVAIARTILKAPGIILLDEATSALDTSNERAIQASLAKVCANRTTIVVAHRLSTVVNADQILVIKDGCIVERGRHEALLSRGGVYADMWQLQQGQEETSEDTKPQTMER
# Vif imaging = inhibitors of HIV Vif. 0.35% of 340,000 active. inhibition, % at 7.49 µM. HEK293T cells, Vif self-association by quenched fluorescence, imaging, 24 h; in the data active = inhibition above about 50%, passing the limit was not always enough; note: some results filed as inactive read as strong as hits
# CaV13 FRET inh = Disruptors of the CACNA1D IQ motif to Ca2+-dependent inactivation inhibitor domain association, primary screening, Förster resonance energy transfer in intact living …; HEK cells, CFP/YFP FRET ICDI-IQ, plate reader, 10 min; percent FRET-ratio fall versus neutral wells; inhibition, % at 12.3 µM; 0.098% of 340,000 active;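 active = mean replicate inhibition of at least 30% and at least 1% of replicates passing that level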;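 note: 0% = median of the neutral control wells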
# N-glyco inh = blocks N-linked glycosylation in D54 reporter cells. D54 ERlucT glycosylation luciferase reporter, 24 h; percent of 100 nM tunicamycin response. reporter increase, % at 12.5 µM. 0.23% of 360,000 active;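 active = mean luciferase reporter signal, scaled so untreated is 0 and the glycosylation-blocking control 100, at or above a set limit in every replicate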;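 note: luciferase carries N-glycosylation sites so blocking glycosylation raises the light; 0% = median of neutral control wells and 100% = median of 100 nM tunicamycin wells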
# Exocytosis inh = lytic granule exocytosis inhibition; 0.66% of 360,000 active; TALL-104 LAMP-1 surface exposure, flow cytometry; cells stimulated with thapsigargin and PMA; AID 651702; inhibition, % at 10 µM;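 active = inhibition above about 55%, limit read from the data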
# hiPSC survival = hiPSC single-cell survival enhancement | ATPlite luminescence; 100% = ROCK inhibitor wells, 0% = DMSO | survival enhancement, % at 20 µM | 0.044% of 360,000 active; in the data active = survival enhancement above about 18%;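 note: cells exposed to compounds for 16 hours before the ATP read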
# An asterisk follows results filed as active; . = no result given. Hits appear at their usual frequency (roughly 3.1% active in at least one column).
compound	m5-HT2A agonist	aDG glyco up	H9c2 protect	PDI inh	ABCB6 inh 2	Vif imaging	CaV13 FRET inh	N-glyco inh	Exocytosis inh	hiPSC survival
Cc1ccc(C)c(NC(=O)CN(C)C(=O)c2oc3c(Cl)cccc3c2C)c1	-6	0.3	0	-10	99	-11	-6	-2	10	-0.1
Cc1cccc(NC(=O)c2cc(NC(=O)c3ccccc3)ccc2N2CCCCC2)c1	0	-0.3	-6	8	92	-3	-5	-1	0	-2.3
O=C(Cc1ccc(Cl)cc1)NN1C(=O)c2ccccc2C1=O	6	0.3	9	-2	101	1	-7	0	-2	-1.5
O=C(Nc1cccc(Cl)c1N1CCCC1)c1ccco1	10	0.0	-9	5	99	-3	-3	-2	74*	0.0
CC(C)(C)c1nc2scc(-c3ccc(Cl)cc3)c2c(=O)o1	0	0.0	0	-5	89	15	-5	-2	-2	6.0
O=C1CCCC2=C1C(c1cccs1)Nc1ccccc1N2 (stereo not given)	5	-0.2	8	2	96	-6	-5	0	1	0.0
COc1ccc2cc(CCNC(=O)c3c(-c4ccccc4Cl)noc3C)c(=O)[nH]c2c1	-1	-0.1	-2	0	98	-2	-6	0	1	0.9
CCn1ccnc1CN(C)C(=O)C1CCC(=O)N(CCc2cccc(F)c2)C1 (stereo not given)	11	-0.4	4	22	97	13	-3	0	0	-0.6
O=C1CC(Sc2nnnn2C2CCCCC2)C(=O)N1c1ccccc1 (stereo not given)	2	0.0	-21	0	99	0	-5	3	20	-1.0
O=C(O)Cc1c(-c2ccccc2)c2cc(Br)ccc2[nH]c1=O	0	-0.1	0	6	94	13	4	1	4	-0.1
O=C(CN1C(=O)c2cccc3cccc1c23)NCc1ccccn1	5	-0.2	8	10	96	.	-5	-1	-2	3.6
COc1ccc(CCC(=O)N/N=C/c2ccc3c(c2)OCO3)cc1	1	0.0	8	5	98	-6	-13	0	2	-0.6
CCN(CC)S(=O)(=O)c1ccc(NC(=O)[C@@H](NC(=O)c2cc(OC)cc(OC)c2)C(C)C)cc1	-6	-0.5	-4	8	93	-9	-5	0	0	-0.9
O=C(c1ccc(CN2CCc3ccccc3C2)cc1)N1CCN(c2ccc(F)cc2)CC1	-7	0.7	-4	-9	87	.	.	-3	-3	-2.1
O=C(Nc1cccc(S(=O)(=O)N2CCCCC2)c1)c1ccc(N2CCCC2=O)cc1	-1	0.3	-8	-9	97	12	-5	-1	2	0.1

# Ordered by molar mass (ascending): some entries from above.
compound	m5-HT2A agonist	aDG glyco up	H9c2 protect	PDI inh	ABCB6 inh 2	Vif imaging	CaV13 FRET inh	N-glyco inh	Exocytosis inh	hiPSC survival
O=C(Nc1cccc(Cl)c1N1CCCC1)c1ccco1	10	0.0	-9	5	99	-3	-3	-2	74*	0.0
O=C1CCCC2=C1C(c1cccs1)Nc1ccccc1N2 (stereo not given)	5	-0.2	8	2	96	-6	-5	0	1	0.0
CC(C)(C)c1nc2scc(-c3ccc(Cl)cc3)c2c(=O)o1	0	0.0	0	-5	89	15	-5	-2	-2	6.0
O=C(O)Cc1c(-c2ccccc2)c2cc(Br)ccc2[nH]c1=O	0	-0.1	0	6	94	13	4	1	4	-0.1
Cc1ccc(C)c(NC(=O)CN(C)C(=O)c2oc3c(Cl)cccc3c2C)c1	-6	0.3	0	-10	99	-11	-6	-2	10	-0.1
CCn1ccnc1CN(C)C(=O)C1CCC(=O)N(CCc2cccc(F)c2)C1 (stereo not given)	11	-0.4	4	22	97	13	-3	0	0	-0.6
O=C(Nc1cccc(S(=O)(=O)N2CCCCC2)c1)c1ccc(N2CCCC2=O)cc1	-1	0.3	-8	-9	97	12	-5	-1	2	0.1
O=C(c1ccc(CN2CCc3ccccc3C2)cc1)N1CCN(c2ccc(F)cc2)CC1	-7	0.7	-4	-9	87	.	.	-3	-3	-2.1
COc1ccc2cc(CCNC(=O)c3c(-c4ccccc4Cl)noc3C)c(=O)[nH]c2c1	-1	-0.1	-2	0	98	-2	-6	0	1	0.9
CCN(CC)S(=O)(=O)c1ccc(NC(=O)[C@@H](NC(=O)c2cc(OC)cc(OC)c2)C(C)C)cc1	-6	-0.5	-4	8	93	-9	-5	0	0	-0.9

# (more compounds)
compound	m5-HT2A agonist	aDG glyco up	H9c2 protect	PDI inh	ABCB6 inh 2	Vif imaging	CaV13 FRET inh	N-glyco inh	Exocytosis inh	hiPSC survival
C#CCn1c(-c2cccs2)nc2ccccc21	22*	-0.2	2	-3	93	8	2	1	-5	-0.6
COc1ccc(NC(=O)c2ccc(CNS(=O)(=O)c3cccc(OC)c3)cc2)cc1	5	-0.1	2	8	96	35	.	-1	1	-1.5
Cc1cccc(C(=O)OCC(=O)NCc2ccc(Cl)cc2)c1	0	-0.3	5	10	92	1	-11	2	3	0.0
CCCC1=C(C(=O)OCC)C(c2cccnc2)n2nc(C)nc2N1 (stereo not given)	-1	0.0	-3	16	99	4	-4	2	-5	-0.7
CCCCN1CC[C@H]2C=CC[C@@H](C(=O)Nc3ccc(OC)cc3)[C@H]2C1=O	-8	0.3	3	0	99	6	-6	2	3	4.0
CCN(C(=O)COC(=O)C1CCN(S(=O)(=O)c2ccc3c(c2)OCCO3)CC1)C1CCS(=O)(=O)C1 (stereo not given)	5	0.0	-8	9	97	-3	-6	2	-7	-0.5
Cc1cc(C(=O)CN2CCCC(C)C2)c(C)n1-c1ccc(F)cc1 (stereo not given)	0	0.0	0	2	102	2	-4	-9	-12	-2.2
CCCCOc1ccc(C)cc1CN(CCO)CCO	-7	-0.2	5	0	99	6	.	0	1	0.9
CC(C)C[C@H]1CNC(=O)C(=O)N1C[C@@H]1CCCN1C[C@H](Cc1ccc(O)cc1)N1C[C@H](Cc2ccccc2)N(CC2CCCCCC2)C(=O)C1=O	1	-0.2	.	.	92	.	-7	.	-4	-0.9
COc1ccc(OC)c(C2C(C(N)=O)=C(C)Nc3nc(-c4cccc(Cl)c4)nn32)c1 (stereo not given)	-4	0.1	9	12	95	5	-4	4	8	0.7
Cc1nc2nc[nH]n2c(=O)c1CC(=O)O	-4	-0.1	4	-5	105	0	-6	2	-1	5.3
CCOc1ccc(S(=O)(=O)Nc2cccc(C(=O)NCCCn3ccnc3)c2)cc1	-7	-0.2	-12	-9	94	-3	-16	0	2	0.7
CCOC(=O)CSc1nc2sc3c(c2c(=O)n1-c1ccc(C)cc1)CCN(C)C3	-1	-0.1	7	-9	97	2	-5	-2	17	-0.5
CCN(CC)S(=O)(=O)c1ccc(S(=O)(=O)N2CCC(N3CCCCC3)CC2)cc1	-5	0.0	1	10	100	-4	-3	-5	62*	-0.8
O=C(CCN1C(=O)c2ccccc2C1=O)Nc1ccncc1	0	0.0	1	9	204	.	0	2	0	-1.6
CCOc1ccc(OCC(=O)NCc2n[nH]c(=O)c3ccccc23)cc1	16*	0.8	45	-2	97	-3	-3	0	1	-0.2
O=C(CSc1nc2ccccc2nc1N1CCOCC1)Nc1ccccc1F	2	-0.5	0	.	98	-3	-3	-6	0	-2.0
COC(=O)c1ccc2c(C)c(C3(O)CCCCC3)[nH]c2c1	0	0.2	-1	0	102	.	-11	1	0	-1.0
Cc1ccc(S(=O)(=O)CCC(=O)Nc2nnc(CC(C)C)s2)cc1	-1	1.5	2	-7	96	2	-15	-9	-1	0.4
COc1cccc(NC(=O)CSc2nc(C)cs2)c1	3	0.3	0	13	96	9	-2	-2	-1	-2.1
Cc1ccc(NC(=O)CN2C(=O)S/C(=C\c3cc(C)n(-c4cccc(C(=O)O)c4)c3C)C2=O)cc1	1	-0.2	-6	-16	97	1	-4	1	-2	-1.5
CCOc1cc(OCC)c(C(C)=O)cc1OCC	2	0.1	4	.	98	7	.	-3	-4	-0.2
COc1ccc2c(c1)Sc1ccccc1N2	-4	0.5	-23	-5	102	0	1	-8	-2	-0.4
COCCCNC(=O)/C=C/c1cccc(Cl)c1	1	-0.3	3	5	101	-4	-5	4	-1	-0.1
CSc1ccc(CCNC(=O)CS(=O)(=O)Cc2nc(-c3ccccc3F)oc2C)cc1	-2	0.3	-5	-12	101	12	-3	-2	-2	-0.4
Cc1c(C(=O)CN2CCSCC2)c2ccccc2n1C	0	-0.1	10	12	85	.	-5	3	0	-0.2
C#CCNC(=O)C1=C[C@@H](c2ccc(C#C)cc2)C[C@@H](OCc2ccc(CO)cc2)O1	-1	-0.2	2	2	105	4	-4	2	7	-2.1
Cc1cc([N+](=O)[O-])ccc1NC(=O)c1csc(C)c1C	9	0.0	-6	2	95	4	-3	-6	3	-0.6
COC(=O)C1=C(C)N(Cc2ccc(C)cc2)C(=O)/C1=C\c1ccc(O)c(OC)c1	2	-0.3	2	-5	112	-8	-1	6	7	1.1
COc1ccc(C2SCC(=O)N2c2ccc(C)cc2)cc1 (stereo not given)	6	0.0	11	-1	101	6	-5	0	4	0.4
COc1ccc(OCC(O)CN2CCN(Cc3ccc4c(c3)OCO4)CC2)cc1 (stereo not given)	3	-0.3	0	-3	98	0	-4	1	-1	-1.8
CCC(C)NC(=O)C1c2ccccc2C(=O)N1Cc1ccc(F)cc1 (stereo not given)	2	-0.1	1	1	99	-4	-15	1	2	-0.2
O=C(Nc1ccc(F)cc1)c1ccccc1NS(=O)(=O)N1CCCC1	-5	-0.1	-4	-3	104	7	-6	0	0	-1.0
CCc1ccc(NC(=O)CN(c2cc(C)cc(C)c2)S(=O)(=O)c2c(C)[nH]c(=O)[nH]c2=O)cc1	-3	-0.1	0	-2	100	-2	.	3	-3	-0.3
CCCn1c(=O)c(C(=O)NCc2ccco2)c(O)c2ccccc21	-1	-0.2	1	0	104	2	-1	0	-2	-0.5
Brc1ccc(C2CC(c3ccccc3)=Nc3ccccc3N2)cc1 (stereo not given)	0	-0.2	-1	-2	103	-2	-3	-2	-7	-4.3
CCCS(=O)(=O)c1c(S(=O)(=O)CCC)c2c(C)cccn2c1C(N)=O	-3	0.1	3	6	98	-9	-6	0	12	-3.6
O=C(COC(=O)c1ccccc1C(=O)c1ccc(Cl)cc1)NC(c1ccccc1)c1ccccc1	-3	0.1	-2	-10	97	8	-2	-3	0	-1.4
CCN(CCn1cccn1)C(=O)CCc1nnc(C2(c3ccc(Cl)cc3)CCC2)o1	-5	0.1	-5	2	99	36	-5	-1	0	-1.1
CCc1ccccc1NC(=O)c1ccc2nc(N3CCOCC3)sc2c1	1	-0.2	5	-8	97	3	-6	-1	-7	2.7
CCOc1ccc(NC(=O)CN(C)S(=O)(=O)c2ccc(-c3ccc(=O)[nH]n3)s2)cc1	-2	-0.2	1	-4	103	26	-7	-1	3	0.7
O=C(CSC1=NCCN1)NC12CC3CC(CC(C3)C1)C2	-5	0.4	-4	0	101	-4	-7	4	0	9.6
Cc1ccc2nc3c(c(C(=O)O)c2c1)CCC3	-1	-0.2	3	-4	83	25	-8	1	-2	2.1
O=C(C=Cc1ccccc1)CC(c1ccccc1)N1CCOCC1 (stereo not given)	4	-0.5	-18	-64	104	28	-7	8	2	-3.2
